Source: PubChem BioAssay (Broad Institute)
ARNT TACC3 PPI = disruptors of human ARNT/TACC3 interaction; Q9Y6A5; AlphaScreen His-ARNT PAS-B/GST-TACC3 binding, luminescence; TACC3 fragment carries E629A point mutation; inhibition, % at 9.99 µM; hit rate 0.66% among 390,000; AID 623870;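 active = mean inhibition of replicates at least 50% and at least half of replicates each reaching 50%; inconclusive = half or more replicates reach 50% but mean below 50%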;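 note: 0% = complete ARNT plus TACC3 wells and 100% = ARNT alone without TACC3; many hits fall short of the cut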
PAX8 reporter = lowers PAX8-driven luciferase in RMG-I cells. RMG-I TPO-luciferase reporter, SteadyGlo, 24 h. AID 652154. inhibition, % at 12.6 µM. hit rate 1.2% among 360,000;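 active = mean replicate inhibition at least 60% with every replicate also reaching 60%; inconclusive = only one of the two criteria is met; inactive = mean below 60% and not all replicates reaching 60%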;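 note: luciferase light reporting Pax8 driven TPO promoter activity; plate controls were median of neutral control wells for no effect and mitoxantrone controls for full effect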
EWS-Fli block = blocks EWS/Fli oncoprotein-driven transcription | inhibition, % at 12.6 µM | hit rate 0.67% among 350,000 | A673 NR0B1-luciferase reporter, viability-normalised;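 active = mean inhibition of at least 50% after viability correction, with every replicate also passing that limit; inconclusive = mean reaches 50% but only one of two replicates passes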;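 note: firefly luciferase signal divided by Alamar Blue viability fluorescence both relative to DMSO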
DENV2 CPE rescue = inhibitors of DENV2 cytopathic effect. DENV2-infected cells, cytopathic effect rescue, plate reader. CPE inhibition, % at 9.99 µM. hit rate 1.7% among 350,000; in the data active = CPE inhibition above about 20%, passing the limit was not always enough; inconclusive = no clear call, values can overlap the other calls; tested in BHK-21 cells;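 note: 0% = median of neutral control wells and 100% = median of positive control wells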
SIRT5 block = sirtuin-5 (human) deacylase inhibition; Q9NXA8; Purified SirT5, succinyl-peptide AMC, trypsin-coupled fluorescence; inhibition, % at 15 µM; hit rate 1.1% among 330,000; in the data active = inhibition above about 15%; inconclusive = no clear call, values can overlap the other calls
Target sequence (Q9NXA8 whole entry, looked up): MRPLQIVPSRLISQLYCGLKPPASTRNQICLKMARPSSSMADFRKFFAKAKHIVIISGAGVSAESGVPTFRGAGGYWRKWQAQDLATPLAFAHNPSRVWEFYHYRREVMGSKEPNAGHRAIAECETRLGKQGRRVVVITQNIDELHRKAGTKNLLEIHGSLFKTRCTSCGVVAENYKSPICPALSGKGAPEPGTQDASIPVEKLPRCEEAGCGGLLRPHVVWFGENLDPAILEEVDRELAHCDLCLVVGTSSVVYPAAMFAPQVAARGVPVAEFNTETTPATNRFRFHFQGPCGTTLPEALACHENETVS
Casp6 inh = caspase-6 (human) enzyme inhibition; P55212; purified caspase-6, Z-VEID-R110 cleavage fluorescence; inhibition, % at 12.5 µM; hit rate 0.53% among 350,000; AID 686996;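 active = mean inhibition across replicates at least about 35%, with every replicate also reaching that limit, limit read from the data; inconclusive = only one of the two criteria met; inactive = neither criterion met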;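 note: 0% = median of neutral control wells and 100% = no fluorescence left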
Target sequence (P55212 24-179 limits assumed): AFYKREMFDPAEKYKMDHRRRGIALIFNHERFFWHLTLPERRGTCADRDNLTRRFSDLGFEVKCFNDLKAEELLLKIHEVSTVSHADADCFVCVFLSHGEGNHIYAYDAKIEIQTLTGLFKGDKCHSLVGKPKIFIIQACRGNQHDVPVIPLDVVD
Target sequence (P55212 194-293 limits assumed): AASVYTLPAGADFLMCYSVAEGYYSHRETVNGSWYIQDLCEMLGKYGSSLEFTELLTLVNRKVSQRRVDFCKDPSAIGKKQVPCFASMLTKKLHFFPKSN
LGR2 antag = Drosophila LGR2 receptor signaling inhibition; HEK293 LGR2, CRE-luciferase, bursicon-stimulated, 4 h; inhibition, % at 9.99 µM; hit rate 0.35% among 380,000; AID 720647;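 active = drop in luminescence signal, shown as inhibition above about 50% in the replicate tests, limit read from the data, passing the limit was not always enough; inconclusive = probably only some replicates passing the limit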;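 note: agonist challenge used bursicon conditioned medium at about half maximal strength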
* marks the source's active call; other numbers are inactive results; ? = inconclusive; / = no result given; & = joins results of further samples.

SMILES	ARNT TACC3 PPI	PAX8 reporter	EWS-Fli block	DENV2 CPE rescue	SIRT5 block	Casp6 inh	LGR2 antag
C[C@@H]1CN([C@@H](C)CO)C(=O)c2cc(NS(C)(=O)=O)ccc2O[C@@H]1CN(C)Cc1ccc(C(=O)Nc2ccccc2N)cc1	/	2	1	8	/	-2	-12
Cc1noc(C)c1NC(=O)Nc1ccc2c(c1)C(=O)N([C@H](C)CO)C[C@H](C)[C@H](CN(C)CC1CC1)O2	-10	/	-5	4	2	3	-4
COc1ccccc1CC(Cc1nc2ccccc2[nH]1)c1nc2ccccc2[nH]1 (stereo not given)	-2	18	7	-2	-2	-3	-21
C[C@@H]1CN([C@@H](C)CO)C(=O)c2cc(-c3ccncc3)cnc2O[C@H]1CN(C)C(=O)Cc1ccccn1	-1	0	3	11	-1	2	2
CC1CCCCN1C(=O)CSc1nc(N)nc(N)n1 (stereo not given)	-5	-4	0	0	-2	2	17
Cc1cc(/C=C2\SC(=S)NC2=O)c(C)[nH]1	6	6	-8	1	9	/	-13
COc1ccc2c(c1)C(O)C(CO)C(C(=O)O)C2 (stereo not given)	-6	-9	2	-2	0	2	-15
COc1cccc(N=CC2=C(O)CC(C)(C)CC2=O)c1	-2	6	45	5	-1	1	3
COCc1cc(=O)[nH]c2cc(NC(=O)c3cccc(OC)c3)c(C)cc12	-14	4	5	1	2	1	-9
CCCNC(=O)N1CCC2(CC1)CN(C(=O)CC)[C@H](CO)c1c2c2ccc(OC)cc2n1C	/	/	7	-2	/	/	-4
O=c1cc(CCc2ccccc2)oc2cccc(O)c12	-6	/	-26	-15	0	1	/
C[C@H](CO)N1C[C@H](C)[C@H](CN(C)S(=O)(=O)c2ccc(F)cc2)Oc2ccc(NC(=O)Nc3ccc(C(F)(F)F)cc3)cc2C1=O	12	-32	12	2	10	3	7
Cc1ccc(N(CCC#N)C(=O)COC(=O)c2ccccn2)cc1	-1	5	7	6	-1	-6	2
CC(C)[C@H](NC(=O)c1ccccc1)C(=O)OCC(=O)NCc1ccc2c(c1)OCO2	-1	-21	-3	2	-3	2	-4
COc1cccc(C2C(=O)N(C3CCCCC3)CC(=O)N2Cc2ccc(F)cc2)c1 (stereo not given)	-4	/	-7	-4	-7	3	2
CC(C)NC(=O)N[C@@H]1CC[C@@H](CCNS(=O)(=O)c2ccc(Cl)cc2)O[C@@H]1CO	-6	-5	7	-3	-4	-1	3
O=C(NCCC(=O)N1CCCC(C(F)(F)F)C1)c1ccc(Br)cc1 (stereo not given)	-6	2	/	-10	-3	-2	-10
CCOC(=O)N1CCN(C(=O)c2cccn3c(=O)c4cc(Br)ccc4nc23)CC1	-3	17	0	1	-2	0	11
C[C@@H]1CN([C@@H](C)CO)C(=O)Cc2cc(NC(=O)c3ccncc3)ccc2O[C@H]1CN(C)Cc1ccc(C(=O)Nc2ccccc2N)cc1	37	-23	28	72*	0	-1	4
CCOc1ccc(S(=O)(=O)Nc2ccccc2C(=O)N2CCCC2)cc1	-5	-3	-11	-4	-1	0	-8
O=C(C[C@@H]1C[C@@H]2c3cc(NC(=O)Nc4ccc(C(F)(F)F)cc4)ccc3O[C@@H]2[C@@H](CO)O1)NC1CCCCC1	-9	13	-4	?	3	1	1
Cc1ccc(C(=O)Nc2cccc(S(=O)(=O)N(C)c3ccccc3)c2)o1	/	5	-11	-4	-2	2	-15
CCOc1ccc(C(=O)CCC(=O)NCC(=O)Nc2ccc(F)c(F)c2F)cc1	/	5	-21	-4	/	1	12
Clc1ccccc1-c1nc2ccccc2[nH]1	-5	-158	-79	1	1	1	-80

Rewritten as a markdown table: entries from further up.
| molecule | ARNT TACC3 PPI | PAX8 reporter | EWS-Fli block | DENV2 CPE rescue | SIRT5 block | Casp6 inh | LGR2 antag |
| --- | --- | --- | --- | --- | --- | --- | --- |
| Cc1ccc(N(CCC#N)C(=O)COC(=O)c2ccccn2)cc1 | -1 | 5 | 7 | 6 | -1 | -6 | 2 |
| CC(C)[C@H](NC(=O)c1ccccc1)C(=O)OCC(=O)NCc1ccc2c(c1)OCO2 | -1 | -21 | -3 | 2 | -3 | 2 | -4 |
| COc1cccc(C2C(=O)N(C3CCCCC3)CC(=O)N2Cc2ccc(F)cc2)c1 (stereo not given) | -4 | / | -7 | -4 | -7 | 3 | 2 |
| CC(C)NC(=O)N[C@@H]1CC[C@@H](CCNS(=O)(=O)c2ccc(Cl)cc2)O[C@@H]1CO | -6 | -5 | 7 | -3 | -4 | -1 | 3 |

(listing goes on)
SMILES	ARNT TACC3 PPI	PAX8 reporter	EWS-Fli block	DENV2 CPE rescue	SIRT5 block	Casp6 inh	LGR2 antag
O=C(/C=C/c1ccco1)Nc1sc2c(c1C(=O)O)CCC2	10	/	-54	-6	11	61*	-5
COc1ccc2c3c([nH]c2c1)[C@@H](CO)N(C(=O)C1CC1)CC31CN(C(=O)c2ccncc2)C1	/	-1	-10	6	1	2	-16
CN1C(=O)c2cc(NS(C)(=O)=O)ccc2OC[C@@H]2O[C@@H](CC(=O)N3CCOCC3)CC[C@@H]21	-4	-22	1	-2	-1	1	-9
C[C@@H](NC(=O)c1nc[nH]c1C(=O)N1CCN(C(=O)OC(C)(C)C)CC1)c1ccccc1	1	-27	-37	12	/	1	-2
CO[C@H]1CN(C)C(=O)c2cc(NS(C)(=O)=O)ccc2OC[C@H](C)N(C(=O)C2CC2)C[C@H]1C	18	2	-3	18	8	5	-8
COc1ccc(/C=C/C(=O)N(c2ccccn2)C2CCCCC2)cc1OC	-2	13	6	1	-1	1	-7
CN(C)/C=N/c1nc2nccc(-c3cccnc3)n2n1	3	-3	4	0	-10	1	23
CO[C@@H]1CN(C)C(=O)c2cc(NC(=O)c3cnccn3)ccc2OC[C@H](C)N(CC2CC2)C[C@H]1C	/	/	-5	10	1	1	-3
CC1CN(S(=O)(=O)c2cccc(C(=O)NCC3COc4ccccc4O3)c2)CC(C)O1 (stereo not given)	-1	7	19	1	-1	2	-17
Cc1nc(C(=O)Nc2ccccc2)sc1C1(C)CC(c2cccnc2)=NO1 (stereo not given)	0	-46	-101	-20	/	2	-27
COC(=O)[C@]1(CC(C)C)N[C@H](c2ccc(-c3ccc(F)cc3)cc2)[C@@H]2C(=O)N(C)C(=O)[C@@H]21	-12	20	4	-3	-5	-1	2
C[C@@H]1CCCCO[C@@H](CN(C)Cc2ccc(C(F)(F)F)cc2)[C@H](C)CN([C@@H](C)CO)C(=O)c2cc(NC(=O)NC3CCCCC3)ccc2O1	8	78*	0	?	1	3	0
CCOc1ccc(N(CC(=O)N/N=C/c2cccnc2)S(C)(=O)=O)cc1	/	-4	1	9	-5	-1	0
Cc1ccc(NC(=O)N2CCCC(c3nc(-c4ccc(F)cc4)no3)C2)cc1 (stereo not given)	-11	-26	-31	2	-4	-3	-31
CCOC(=O)C1=C(COC(=O)CNC(=O)c2ccc(Cl)cc2Cl)NC(=O)NC1C (stereo not given)	0	-22	-3	-2	-5	-2	-6
CC(c1ccco1)N(C(=O)c1cccc(Br)c1)c1ccccn1 (stereo not given)	16	-17	-3	0	-2	-3	5
CC1CCCCN1C(=O)COC(=O)/C=C/c1ccc2ccccc2n1 (stereo not given)	5	26	2	-6	0	-1	/
CC(C)[C@H](NC(=O)c1ccccc1)C(=O)OCC(=O)N1CCCc2ccccc21	/	8	-5	3	0	0	1
CC(=O)N(C)C[C@@H]1Oc2cc(C#Cc3ccccn3)ccc2S(=O)(=O)N([C@H](C)CO)C[C@@H]1C	5	/	-9	-3	1	2	-10
COC(=O)Cc1ccc(N(Cc2ccccc2F)S(=O)(=O)c2ccc(C)cc2)cc1	/	8	4	-6	10	-1	18
COc1ccccc1NC(=O)N[C@H]1CC[C@H](CCNS(=O)(=O)c2ccccc2)O[C@H]1CO	0	5	-3	-1	-3	/	-8
CC(=O)O[C@H]1CC(=O)OC(C)(C)C2CC(=O)[C@]3(C)C(CC[C@@](C)([C@@H](O[C@@H]4O[C@H](CO)[C@@H](O)[C@H](O)[C@H]4O)c4ccoc4)[C@@]34O[C@@H]4C(=O)O)[C@]21C (stereo not given in full)	-24	/	-1	1	0	-1	-3
CCOc1ccc(NC(=O)CN(C)C(=O)c2ccccc2SCc2c(C)noc2C)cc1OCC	4	31	1	1	1	-117	-21
CCOC(=O)CC(NC(=O)CCc1c(C)nc2nc(C)nn2c1C)c1ccc(C)cc1 (stereo not given)	-3	8	1	-2	-1	3	25
CN(C)C(=O)C[C@@H]1C=C[C@H](NC(=O)Nc2cccc(F)c2)[C@@H](CO)O1	2	-39	-9	17	8	-13	3
CC(C(=O)OCC(=O)N(C)C1(C#N)CCCCC1)N1C(=O)c2ccccc2C1=O (stereo not given)	-4	-6	-3	?	-9	1	19
CN1C(=O)c2cc(NC(=O)C3CCCCC3)ccc2OC[C@@H]2O[C@H](CC(=O)NCc3ccccc3F)CC[C@H]21	-4	3	2	0	-1	1	-11
COc1ccc(NC(=O)Nc2ccc3c(c2)[C@@H]2C[C@@H](CC(=O)N(C)C)O[C@@H](CO)[C@@H]2O3)cc1	2	/	-3	-5	3	1	5
Cc1ccc(S(=O)(=O)CC(=O)Nc2nc(C(C)(C)C)cs2)cc1	-3	-7	2	2	-1	-2	4
CC(C)N1CCCC(C)(C(=O)Nc2nc3ccccc3[nH]2)C1 (stereo not given)	/	15	12	6	0	0	-7
CCOC(=O)N1CCN(C(=O)c2c[nH]c3ccc(S(=O)(=O)N(C)c4cccc(C)c4)cc3c2=O)CC1	6	-23	-4	8	0	3	9
O=C(COc1ccccc1)Nc1ccc(N2CCCCC2)cc1	-24	-49	-66	-4	-10	0	-57
C[C@@H]1CN([C@H](C)CO)C(=O)Cc2cc(NC(=O)c3ccncc3)ccc2O[C@H]1CN(C)C	-8	2	-8	5	-2	3	-19
COC(=O)c1ccc(C(=O)N2CCCC(N3CCN(c4ccc(F)cc4)CC3)C2)nc1 (stereo not given)	-1	5	0	-5	0	2	5
O=C(COC(=O)/C=C/c1cccc(C(F)(F)F)c1)Nc1cccc(S(=O)(=O)NC2=NCCC2)c1	/	4	2	-2	/	-164	-14
C[C@]12CCC(=O)CC1CCC1C2CC[C@@]2(C)C1CC[C@@]21CCO1 (stereo not given in full)	0	2	-5	-7	-6	2	15
C[C@@H]1CN([C@H](C)CO)C(=O)c2cccc(NC(=O)c3ccncc3)c2O[C@@H]1CN(C)Cc1ccc(C(=O)O)cc1	-5&-5	-44	-2&-3	-4&-3	0&0	-2&4	-12&-18
CCOC(=O)N1CCC(=NNC(=O)c2cc3ccccc3cc2O)CC1	12	-5	/	/	/	/	2
Cc1ccn2c(CC(C)(C)C)c(-c3ccc(F)cc3)nc2c1	/	-206	-81	-4	-4	1	-28
COc1ccc(Nc2nc(C)nc3sc4c(c23)CCC4)cc1O	/	20	21	-4	0	-2	17
CN(C(=O)c1ccc2c(c1)OCO2)C1CCCCC1	-3	-111	-39	6	2	-3	-19
C=Cc1ccc(Cn2c(=O)n(C)c(=O)c3sccc32)cc1	-8	-8	10	4	0	0	7
COc1ccc(NC(=O)Nc2ccc3c(c2)CC(=O)N([C@@H](C)CO)C[C@@H](C)[C@H](CN(C)C(=O)Nc2ccc(C(F)(F)F)cc2)O3)cc1	4	17	8	?	/	/	9
O=C1NC(c2ccccc2)N=C2Oc3ccccc3C=C12 (stereo not given)	3	29	12	0	2	2	4
COc1cccc(C(=O)Nc2ccccc2F)c1	-4	-87	-70	7	4	1	-30
CC(C)=NOc1nc(N(C)C)nc(N2CCOCC2)n1	/	-19	10	-4	-1	0	0
C[C@@H]1CCCCO[C@@H](CN(C)S(=O)(=O)c2cccs2)[C@@H](C)CN([C@@H](C)CO)C(=O)c2cc(NC(=O)Nc3ccc(F)cc3)ccc2O1	7	-15	-5	-10	3	2	-2
CCNC(=O)C[C@@H]1CC[C@@H]2[C@H](COc3ccc(NC(=O)C4CCOCC4)cc3C(=O)N2C)O1	-9	6	-7	-5	1	-1	-1
